hIAP block – blocks human intestinal alkaline phosphatase. P09923. purified IAP, CDP-Star luminescence, 30 min. inhibition, % at 10 µM. hit rate 0.12% among 330,000. AID 2544;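 active = inhibition reaching a set limit with compound at 10 µM in the primary screen, cut at about 35% in these data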;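 note: plate controls were DMSO wells with enzyme for no effect and no-enzyme buffer wells for full effect; values of inactives mirror those of a sister screen read the other way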
ATG4B inhibitor – inhibitors of human ATG4B cysteine protease; Q9Y4P1; ATG4B cleavage of LC3-PLA2, NBD-HPC fluorescence, 1 h; AID 504462; hit rate 0.51% among 340,000; inhibition, % at 8.33 µM; in the data active = inhibition above about 40%
Target sequence (Q9Y4P1 whole entry, looked up): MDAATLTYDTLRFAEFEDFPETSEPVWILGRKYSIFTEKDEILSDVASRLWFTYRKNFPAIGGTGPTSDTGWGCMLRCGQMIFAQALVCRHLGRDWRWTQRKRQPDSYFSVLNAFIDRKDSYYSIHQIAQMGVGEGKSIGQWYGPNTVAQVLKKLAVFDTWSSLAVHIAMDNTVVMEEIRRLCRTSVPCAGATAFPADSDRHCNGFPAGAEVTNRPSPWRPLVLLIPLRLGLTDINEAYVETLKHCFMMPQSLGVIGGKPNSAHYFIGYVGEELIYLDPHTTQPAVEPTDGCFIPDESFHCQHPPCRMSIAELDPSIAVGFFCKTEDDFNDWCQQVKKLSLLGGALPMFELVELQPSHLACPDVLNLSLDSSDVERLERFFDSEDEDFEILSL
mIAP act – increases mouse intestinal alkaline phosphatase activity; muIAP, CDP-Star luminescence, 30 min; active compounds read high; 1 = vehicle-only enzyme signal, 0 = enzyme-free wells; activation factor at 10 µM; hit rate 0.24% among 330,000;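 active = activation factor of at least 2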; note: the source names both 10 and 20 µM as test concentration; values of inactives mirror those of a sister screen read the other way
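System: Mouse IAP enzyme | Also added: CDP-Star substrate | Dosing: Compounds dispensed in DMSO | Schedule: 30 min enzyme-substrate-compound incubation at room temperature | Technique: Chemiluminescence readout | Control set: DMSO-only wells and no-enzyme negative control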
hIAP act – human IAP activation; AID 2524; activation factor at 10 µM; hit rate 0.16% among 330,000; P09923; purified human IAP, CDP-Star luminescence, 30 min; active compounds read high; 1 = vehicle-only enzyme, 0 = enzyme-free background;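 active = activation factor of the enzyme at least 2-fold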; note: the source names both 10 and 20 µM as test concentration; values of inactives mirror those of a sister screen read the other way
mIAP block – mouse IAP inhibition; purified mouse IAP, CDP-Star luminescence, 30 min; inhibition, % at 10 µM; hit rate 0.2% among 330,000; AID 2806;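 active = inhibition of at least 40% at 10 µM in the primary screen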;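 note: plate controls were DMSO with enzyme for no effect and no enzyme wells for full effect; values of inactives mirror those of a sister screen read the other way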
HKDC1 inhibitor – blocks human hexokinase HKDC1 activity; Q2TB90; recombinant HKDC1, G6PDH/diaphorase resazurin coupled fluorescence; inhibition, % at 20 µM; hit rate 0.16% among 340,000; AID 493160;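 active = inhibition above about 35% when tested at 20 µM, limit read from the data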;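 note: plate controls were DMSO wells with enzyme for no effect and DMSO wells lacking enzyme for full effect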
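Test system: Recombinant HKDC1 (HK5) hexokinase enzyme, produced in-house | Input: HKDC1 at 5 µg/mL | Buffer or medium: Tris pH 8.0 buffer with MgCl2, Tween-20, BSA, BME | Schedule: 90 min reaction incubation at room temperature, dark | Technique: Resazurin-to-resorufin fluorescence via G6PDH and diaphorase coupling, 525/613 nm | Controls: DMSO wells with and without enzyme mix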
PfG6PD inh – PfG6PD (Plasmodium falciparum) enzyme inhibition | AID 504690 | inhibition, % at 20 µM | hit rate 0.78% among 350,000 | PfGluPho enzyme, NADPH resazurin-diaphorase fluorescence;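 active = inhibition reaching at least a set limit at 20 µM in the primary screen, cut at about 59% in these data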;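 note: 0% = DMSO wells with substrate and 100% = DMSO wells lacking glucose-6-phosphate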
A3A deaminase – inhibitors of human APOBEC3A DNA deaminase. P31941. inhibition, % at 20 µM. recombinant A3A, FAM/TAMRA ssDNA deamination fluorescence. hit rate 0.41% among 330,000;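 active = at least 40% inhibition at 20 µM here, with at most 30% in a related deaminase screen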;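 note: plate controls were A3A with DMSO for no effect and wells lacking A3A enzyme for full effect; some results filed as inactive read as strong as hits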
Target sequence (P31941 whole entry, looked up): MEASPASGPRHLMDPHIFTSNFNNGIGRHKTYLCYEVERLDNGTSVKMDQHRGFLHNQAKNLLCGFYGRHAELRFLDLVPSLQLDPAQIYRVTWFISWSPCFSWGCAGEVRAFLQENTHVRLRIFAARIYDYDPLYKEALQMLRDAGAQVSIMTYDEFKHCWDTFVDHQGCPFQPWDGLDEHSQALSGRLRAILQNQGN
* hit, by the source's call; nt = not tested or not shown.

The first five compounds as a preview:
entry	hIAP block	compound	ATG4B inhibitor	mIAP act	hIAP act	mIAP block	HKDC1 inhibitor	PfG6PD inh	A3A deaminase
1	-4	Cc1ccc(S(=O)(=O)N(CC(=O)NCc2ccncc2)Cc2ccc(F)cc2)cc1	4	1.1	1	-8	-5	7	3
2	-14	O=C(Cn1nnc(-c2ccccc2)n1)NNC(=O)c1cccc([N+](=O)[O-])c1	-2	0.9	1.1	10	-8	-5	-6
3	5	O=C(CNC(=O)c1ccc(S(=O)(=O)N2CCCC2)cc1)N/N=C/c1ccccc1	-2	1	0.95	-1	1	-15	3
4	7	Cc1ccc(N/N=C2\CS(=O)(=O)N(C)c3ccsc32)cc1	7	0.95	0.93	5	-7	10	-5
5	17	COc1cc(CNC(=O)c2ccc3c(c2)S(=O)(=O)c2ccccc2C3=O)cc(OC)c1	-8	0.92	0.83	8	-1	10	-2

The whole of this part, repeating the preview:
entry	hIAP block	compound	ATG4B inhibitor	mIAP act	hIAP act	mIAP block	HKDC1 inhibitor	PfG6PD inh	A3A deaminase
1	-4	Cc1ccc(S(=O)(=O)N(CC(=O)NCc2ccncc2)Cc2ccc(F)cc2)cc1	4	1.1	1	-8	-5	7	3
2	-14	O=C(Cn1nnc(-c2ccccc2)n1)NNC(=O)c1cccc([N+](=O)[O-])c1	-2	0.9	1.1	10	-8	-5	-6
3	5	O=C(CNC(=O)c1ccc(S(=O)(=O)N2CCCC2)cc1)N/N=C/c1ccccc1	-2	1	0.95	-1	1	-15	3
4	7	Cc1ccc(N/N=C2\CS(=O)(=O)N(C)c3ccsc32)cc1	7	0.95	0.93	5	-7	10	-5
5	17	COc1cc(CNC(=O)c2ccc3c(c2)S(=O)(=O)c2ccccc2C3=O)cc(OC)c1	-8	0.92	0.83	8	-1	10	-2
6	-17	O=C(Oc1cccc2cccnc12)c1ccc(Br)o1	-8	1	1.2	-5	-3	-3	1
7	17	O=C(NC1CCCCCC1)c1cc(S(=O)(=O)N2CCOCC2)ccc1F	-1	0.9	0.83	10	-1	-16	-3
8	-2	Cc1cc(/C(N)=N/OC(=O)c2ccc(Cl)cc2)no1	-7	1	1	-4	-1	5	-3

Some of these compounds in order of the mIAP act value, rising.
nr | Structure | mIAP act
7 | O=C(NC1CCCCCC1)c1cc(S(=O)(=O)N2CCOCC2)ccc1F | 0.9
6 | O=C(Oc1cccc2cccnc12)c1ccc(Br)o1 | 1
1 | Cc1ccc(S(=O)(=O)N(CC(=O)NCc2ccncc2)Cc2ccc(F)cc2)cc1 | 1.1

Next section:
entry	hIAP block	compound	ATG4B inhibitor	mIAP act	hIAP act	mIAP block	HKDC1 inhibitor	PfG6PD inh	A3A deaminase
9	1	O=C1CCc2cc(S(=O)(=O)NC(Cc3ccccc3)C(=O)NC3CCCC3)ccc2N1 (configuration not stated)	-2	1.1	0.99	-10	2	-1	3
10	5	CCn1c(C)c(C(C)=O)c(NCc2ccccc2)nc1=S	-4	0.97	0.95	3	-2	-8	-4
11	-2	CC(=O)Nc1ccc(S(=O)(=O)/N=C2\C(=O)c3ccccc3C([O-])=C2n2cc[n+](-c3ccccn3)c2)cc1	-2	0.96	1	4	24	69*	9
12	11	CC(C)(C)OC(=O)N1CCC[C@H]1c1nnc(SCc2ccc(Cl)cc2Cl)o1	3	0.83	0.89	17	0	-12	3
13	-12	O=C(CCCOc1ccc(Cl)cc1Cl)NNC(=O)c1ccc(NC(=O)c2ccccc2)cc1	31	0.93	1.1	7	1	-3	15
14	16	COc1ccc(NS(=O)(=O)/C=C/c2ccccc2)cc1	-9	1.1	0.84	-6	-5	-20	0
15	-1	O=C(CNC(=O)c1ccccc1F)N/N=C/c1cc(Br)ccc1OCc1ccccc1	-1	1.1	1	-6	-3	23	0
16	15	c1ccc(C(Cc2nc(-c3ccccn3)no2)c2ccccc2)cc1	11	0.98	0.85	2	6	5	1
17	-18	Cc1ccc(-n2nc3c(=O)n(CCCC(=O)NCCN4CCN(C)CC4)nc(C)c3c2C)cc1	11	1	1.2	-4	-2	0	-12
18	-18	CCOC(=O)c1c(C)n(C)c2ccc(OC(=O)c3ccco3)cc12	-10	1.1	1.2	-7	0	-2	3
19	-7	Cc1nc2ccccn2c1C(=O)NN=C1CCCC1	1	1.1	1.1	-5	-9	-4	1
20	24	COc1cc(C)nc(NCc2ccccc2)n1	-15	1	0.76	0	-2	-12	7
21	-5	CCC1=NN=C(c2ccc(F)cc2)C(c2c[nH]c3ccccc23)N1O (configuration not stated)	-9	0.95	1	5	7	2	-1
22	8	Cc1ccc(Cl)cc1N1CCN(C(=O)CCS(=O)(=O)c2cccc3nonc23)CC1	6	1	0.93	-4	-9	12	-1
23	16	COc1cc2c3c(c1)c(C1=NC(=S)NC1=O)c(O)n3C(C)(C)C=C2C	-1	0.85	0.84	15	-2	0	1
24	-3	Cc1cc(C(=O)O)c(CSCc2cc(C(=O)O)oc2C)o1	-6	0.95	1	5	4	2	-1

Along the list, as entered above.
hIAP block, nos. 17–24, in order: -18, -18, -7, 24, -5, 8, 16, -3

New compounds follow.
entry	hIAP block	compound	ATG4B inhibitor	mIAP act	hIAP act	mIAP block	HKDC1 inhibitor	PfG6PD inh	A3A deaminase
25	-11	O=C1c2ccccc2C(=O)N1c1cccc(-c2nc3ccccc3o2)c1	0	1	1.1	-3	-6	-15	-15
26	-21	Cc1cccc2sc(NC(=O)CCNC(=O)c3ccco3)nc12	1	0.95	1.2	5	2	2	-3
27	13	CCC(=O)Nc1ccc(S(=O)(=O)Nc2c(NC)c3ccccc3oc2=O)cc1	-5	0.91	0.87	9	-3	-9	-3
28	-1	CCOc1ccc(C2/C(=C(\O)c3ccc(OC)c(OC)c3)C(=O)C(=O)N2c2cc(C)on2)cc1OC (configuration not stated)	2	0.91	1	10	-4	-24	-3
29	0	COc1ccc(CCCc2nnc(SCC(=O)NN)o2)c(C)c1	-2	0.99	1	1	-1	0	-3
30	-3	CCN(CC)c1ccc(NC(=O)CN2CCN(S(=O)(=O)c3cc(Cl)ccc3OC)CC2)cc1	-32	1.1	1	-8	11	18	7
31	-13	NC(=O)C1CCN(C(=O)c2ccc3c(=O)n(Cc4ccco4)c(SCC(=O)c4ccc(F)cc4)nc3c2)CC1	nt	0.94	1.1	6	nt	nt	-1
32	9	O=C(CN1CCCCC1)Nc1cccc(Cl)c1	0	0.94	0.91	6	2	18	-4
33	-2	Cc1cccc(C)c1OCC(=O)NC(Cc1c[nH]c2ccccc12)C(=O)O (configuration not stated)	2	1	1	-1	-5	-8	-2
34	-6	CCOC(=O)/C(C#N)=C1/C=CN(c2ccc(C)cc2)C=N1	-3	0.89	1.1	11	-9	14	-2
35	-10	COc1cc(OC)cc(C(=O)Nc2ccc(S(=O)(=O)Nc3cc(C)on3)cc2)c1	-11	0.92	1.1	8	-10	-13	9
36	-19	O=C(CSc1ccc(C(F)(F)F)cn1)Nc1ccccc1	-10	1.1	1.2	-13	2	-14	-1
37	-5	COc1ccccc1C(=O)Nc1ccc(S(=O)(=O)Nc2onc(C)c2C)cc1	-6	1.1	1.1	-9	-2	8	-11
38	-4	CCCCn1c(CN2CCN(c3ccc(F)cc3)CC2)nc2c1c(=O)n(C)c(=O)n2C	1	1.1	1	-7	-2	8	-1
39	4	O=C(C1CCC(Cn2c(=S)[nH]c3ccccc3c2=O)CC1)N1CCN(c2ccccn2)CC1 (configuration not stated)	-2	0.92	0.96	8	-3	10	3
40	2	Cc1ccccc1-n1c(Cn2c(=O)sc3ccccc32)nnc1SCC(=O)N1CCCC1	3	1	0.98	-4	-7	11	6
41	-7	CCN(CC)C(=O)CSc1ncccc1-c1nc2ccccc2[nH]1	-6	1.1	1.1	-7	-1	16	7
42	-24	CS(=O)(=O)N(CC(=O)N1CCCC1)c1ccccc1Br	5	0.93	1.2	7	-7	0	-1
43	-5	C(=N\Nc1nc(Nc2ccccc2)nc(N2CCCCC2)n1)/c1ccco1	nt	0.97	1.1	2	nt	nt	0
44	4	COc1ccc(C2CC(c3cccs3)=NN2S(C)(=O)=O)cc1OC (configuration not stated)	-11	0.98	0.96	2	-2	2	5
45	-10	CCN(C(=O)c1ccc(Br)cc1)c1ccccc1	2	0.94	1.1	6	-4	3	9
46	-19	S=c1[nH]nc(-c2cc(-c3ccccc3)n[nH]2)n1/N=C/C=C/c1ccco1	6	0.52	1.2	48*	9	30	40
47	-31	CCN(CC)C(=O)Cn1cc(C(=O)C(=O)N2CCN(Cc3ccc4c(c3)OCO4)CC2)c2ccccc21	-6	0.93	1.3	7	-1	-3	1
48	-5	O=C(N/N=C/c1ccco1)c1cc([N+](=O)[O-])cc([N+](=O)[O-])c1	4	0.89	1.1	11	-10	-4	1
49	14	CCN(CC(=O)Nc1ccc2c(c1)OCCO2)C(=O)C(C)Oc1ccc(Cl)cc1 (configuration not stated)	6	1.1	0.86	-11	-4	-5	1
50	1	COCCN(C(=O)c1csnn1)C(C(=O)NC1CCCCC1)c1cccs1 (configuration not stated)	-11	0.89	0.99	11	0	10	-2
51	-6	COc1ccc(CNC(=O)CCC(=O)N2CC(C)Oc3ccccc32)cc1 (configuration not stated)	-3	1	1.1	-2	-4	7	-1
52	4	Cc1nc2cc(-c3ccc(Cl)cc3)nn2c(C)c1CCC(=O)NC(C)c1ccc2c(c1)OCCO2 (configuration not stated)	-11	1	0.96	-3	-2	14	-2
53	-6	CCOC(=O)c1[nH]c2ccc(F)cc2c1NC(=O)C1=COCCO1	-2	1	1.1	0	7	-5	0
54	7	Cc1ccc(S(=O)(=O)c2nc(-c3ccccc3)oc2N2CCCC2)cc1	-9	1	0.93	-4	0	8	-2

Bioassay records (PubChem BioAssay)
